hgDAF12 agonist – H. glycines DAF-12 receptor agonists, primary screen, cell-based, luminescence, HEK293, GAL4 fusion, UAS-luciferase. AID 687014, 2013. Nuclear hormone receptor DAF-12 (Heterodera glycines), GAL4 fusion. activation, % at 6.8 µM. HEK293 GAL4-hgDAF12 UAS-luciferase reporter, agonist luminescence; normalized to butyrate control. 1.8% of 370,000 active;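 active = activation above a cutoff set at the mean of all screened compounds plus 3 SD, cut at about 10% in these data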;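 also: 0% = DMSO wells and 100% = sodium butyrate wells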
sPLA2-III inh – human group III sPLA2 inhibitors, primary screen, biochemical, QFRET, BODIPY PC-A2 liposome substrate. inhibition, % at 12.2 µM. QFRET BODIPY PC-A2 liposome hydrolysis, fluorescence. 0.56% of 370,000 active;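 active = inhibition above mean plus 3 SD of compounds lying within the high and low control bounds, cut at about 19% in these data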;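 also: 0% = median of test compound wells and 100% = no enzyme DMSO wells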
Target sequence (Q9NZ20 whole entry, looked up): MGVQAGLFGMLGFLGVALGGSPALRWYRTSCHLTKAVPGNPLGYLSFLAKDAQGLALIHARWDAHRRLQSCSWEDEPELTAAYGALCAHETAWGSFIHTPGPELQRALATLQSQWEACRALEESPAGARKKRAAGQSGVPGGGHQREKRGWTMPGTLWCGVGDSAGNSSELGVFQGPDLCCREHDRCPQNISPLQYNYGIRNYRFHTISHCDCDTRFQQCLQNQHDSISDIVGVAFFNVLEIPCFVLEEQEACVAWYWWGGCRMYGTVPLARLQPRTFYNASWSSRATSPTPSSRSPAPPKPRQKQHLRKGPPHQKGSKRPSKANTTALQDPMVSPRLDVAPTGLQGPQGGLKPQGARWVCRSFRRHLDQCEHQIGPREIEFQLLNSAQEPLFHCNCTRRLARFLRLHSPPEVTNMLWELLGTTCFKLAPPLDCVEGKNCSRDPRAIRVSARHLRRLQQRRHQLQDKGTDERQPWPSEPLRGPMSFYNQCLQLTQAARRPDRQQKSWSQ
SMARCA2 act – SMARCA2 (BRM) function activators, primary screen, cell-based, luminescence, high throughput; MG213 cells, MMTV-luciferase reporter, dexamethasone, overnight; activation, % at 9.1 µM; 1% of 370,000 active; in the data active = activation above about 7.8%;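 also: 0% = vehicle wells and 100% = reference activator wells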
ADAM10 inh – human ADAM10 inhibitors, primary screen, biochemical, QFRET, HTS. Disintegrin and metalloproteinase domain-containing protein 10 (Homo sapiens), O14672. 0.62% of 370,000 active. recombinant ADAM10, EDANS/DABCYL FRET peptide cleavage, 3 h. inhibition, % at 7 µM;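 active = inhibition above a per-campaign cutoff equal to the mean of compounds falling between control-based bounds plus 3 SD, cut at about 20% in these data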;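 also: 0% = DMSO wells while the 100% control is not disclosed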
Target sequence (O14672 214-748 limits assumed): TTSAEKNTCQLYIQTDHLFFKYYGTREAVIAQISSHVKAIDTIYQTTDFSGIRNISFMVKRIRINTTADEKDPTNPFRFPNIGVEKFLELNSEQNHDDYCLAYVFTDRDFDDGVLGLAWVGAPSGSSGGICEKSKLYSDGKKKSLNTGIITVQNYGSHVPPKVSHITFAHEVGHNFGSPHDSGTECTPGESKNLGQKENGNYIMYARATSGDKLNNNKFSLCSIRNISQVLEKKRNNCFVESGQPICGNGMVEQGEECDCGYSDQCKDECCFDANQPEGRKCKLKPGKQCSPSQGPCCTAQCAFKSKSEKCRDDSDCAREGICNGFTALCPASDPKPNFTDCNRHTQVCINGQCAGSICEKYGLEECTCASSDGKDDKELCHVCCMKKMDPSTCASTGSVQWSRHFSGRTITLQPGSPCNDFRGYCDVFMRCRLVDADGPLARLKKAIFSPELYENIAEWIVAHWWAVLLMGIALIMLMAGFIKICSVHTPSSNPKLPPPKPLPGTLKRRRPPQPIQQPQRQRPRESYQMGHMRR
FXN GAA850 act – FXN promoter activators, primary screen, cell-based, luciferase luminescence, HEK293 lucGAA850 | HEK293 lucGAA850 FXN promoter luciferase reporter, 24 h; percent of 10 µM SAHA response | activation, % at 6 µM | 0.56% of 360,000 active | AID 540364, 2011;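 active = activation above the average of all compounds screened plus 3 SD, cutoff fixed separately per campaign, cut at about 7.5% in these data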;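 also: 0% = DMSO wells and 100% = 10 µM SAHA wells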
GC-A act – GC-A stimulated cGMP production enhancers – HEK293 GC-A cells, cGMP TR-FRET, EC30 ANP, primary screen; Atrial natriuretic peptide receptor 1 (Homo sapiens), P16066; 0% at EC30 ANP, 100% saturating ANP; activation, % at 10 µM; 0.14% of 370,000 active; AID 1671463, 2021; in the data active = activation above about 40%
hcDAF-12 act – H. contortus DAF-12 nuclear receptor activators, primary screen, cell-based, luminescence, HEK293, lit1-tk-luc reporter; activation, % at 6.8 µM; HEK293 hcDAF-12 lit1-tk-luc reporter; 0% DMSO, 100% Δ7-dafachronic acid; 1.4% of 370,000 active;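 active = activation above the mean of all tested compounds plus 3 SD, cut at about 5.5% in these data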;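 also: 100% = response to 3 µM Δ7-dafachronic acid high control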
NPR2 activator – human GC-B receptor activators, primary screen, HEK293 GC-B cells, cGMP TR-FRET, EC30 CNP | 0% at EC30 CNP, 100% saturating CNP | activation, % at 10 µM | 0.11% of 370,000 active;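 active = activation at 10 µM reaching about 35% in either raw or pattern-adjusted values, limit read from the data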
DAX1 inh-1 – DAX1 (NR0B1) inhibitors on StAR promoter, primary screen, cell-based, luminescence, SF-1 (NR5A1), full-length DAX-1; HEK293T StAR-luciferase reporter, SF-1/DAX-1 repression relief; inhibition, % at 6.8 µM; 1.1% of 370,000 active; AID 652010, 2013;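 active = inhibition above the mean over all tested compounds plus 3 SD, cut at about 3.6% in these data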;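 also: 0% = DAX-1 cells with DMSO and 100% = cells lacking DAX-1 with DMSO; higher inhibition means more luminescence from relief of DAX-1 repression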
ssDAF12 agonist – S. stercoralis DAF-12 nuclear receptor activators, primary screen, cell-based, luminescence, HEK293, GRIP1 co-expression, lit1-tk-luc. activation, % at 6.8 µM. Nuclear hormone receptor DAF-12 (Strongyloides stercoralis). HEK293 ssDAF-12/GRIP1 lit1-tk-luc reporter; % of 3 µM dafachronic acid response. 1% of 370,000 active. AID 652126, 2013;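 active = activation above the mean over all tested compounds plus 3 SD, cut at about 0.9% in these data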;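 also: 0% = DMSO-only wells and 100% = 3 µM delta7-dafachronic acid wells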
DAX1 inh-2 – DAX1 (NR0B1) inhibitors, primary screen, cell-based, HEK293, Gal4-DAX1, luciferase luminescence; 0.99% of 340,000 active; AID 504766, 2011; HEK293 Gal4-DAX1 luciferase reporter; inhibition, % at 6.75 µM; Nuclear receptor subfamily 0 group B member 1 (Homo sapiens), P51843;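 active = inhibition above the mean over all tested compounds plus 3 SD, cut at about 4.2% in these data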;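 also: 0% = DAX1-transfected cells with DMSO and 100% = empty-vector control cells with DMSO; inhibition shows as a rise in luminescence from relieved DAX1 repression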
The depositor's hits bear a star; i = inactive; . = no result given.

SMILES	hgDAF12 agonist	sPLA2-III inh	SMARCA2 act	ADAM10 inh	FXN GAA850 act	GC-A act	hcDAF-12 act	NPR2 activator	DAX1 inh-1	ssDAF12 agonist	DAX1 inh-2
Cc1cc(NC(=O)C(=O)NCCN2CCN(S(C)(=O)=O)CC2)ccc1Br	-3.2	10	-3	-14	0.1	6	-1.4	2	0.0	-1.5	-0.8
COc1ccc(-c2nc(C#N)c(NCCCN3CCOCC3)o2)cc1	-0.1	-6	-3	i	2.1	18	-0.5	-7	0.8	-1.6	0.2
O=C(NC1CCN(Cc2ccccc2)CC1)c1cccc(Br)c1	0.0	-7	0	-2	-3.3	-2	-1.9	-1	-0.1	-1.4	-1.6
COCCNC(=O)C(=O)Nc1cc2c3c(c1)C(C)C(=O)N3CCC2 (stereo not given)	1.5	6	-4	-10	1.9	2	-0.5	1	-0.1	-1.4	0.1
COCCn1c(-c2ccc(Cl)cc2)cnc1SCC(=O)NCc1cccs1	-5.9	-1	-4	0	-5.1	-7	-2.7	-6	-1.4	-1.6	-1.1
COC(=O)[C@]1(Cc2ccccc2)N[C@H](CN(C)C(=O)COc2ccccc2)[C@@H]2C(=O)N(Cc3ccccc3)C(=O)[C@@H]21	-1.2	-13	-2	3	-2.4	-9	0.5	-5	0.4	-1.1	-0.1
CCN(Cc1ccccc1)c1ccc(/C=C(\C#N)c2ccccn2)cc1	27*	-24	0	1	6.6	-4	9.3*	-4	5.1*	2.1*	3.0
C(=N\N(Cc1ccccc1)c1ccccc1)/c1ccco1	1.6	16	-2	18	4.9	-8	-1.3	-10	-0.8	-1.6	1.3
CC(C)=C1C2CCC1C(C(=O)NCc1ccccc1)C2C(=O)O (stereo not given)	-0.9	-3	2	0	-1.4	3	-0.7	0	-1.0	-1.2	3.7
COCCCNC(=O)Cn1c(=O)n(CC(=O)NCCc2ccc(OC)c(OC)c2)c(=O)c2sccc21	-0.9	3	-1	-3	0.1	2	-1.2	2	0.4	-0.9	3.4
COc1cccc(C2=NOC(C(=O)NC(C)C)C2)c1 (stereo not given)	-1.6	9	0	3	1.6	1	-2.2	7	-0.7	-1.6	-0.1
CC(Sc1n[nH]c(N)n1)C(=O)Nc1ccccc1-c1ccccc1 (stereo not given)	-0.2	-2	0	-4	-1.0	3	-1.1	-2	-0.5	-0.9	1.4
COc1ccc(-c2cc3c(c4c2ccn4C)C2CCC3O2)cc1OC (stereo not given)	0.0	-2	-5	-94	.	0	-2.2	-2	-0.3	-1.1	.
FC(F)(F)c1nc2nncn2c2c1CCCCC2	-1.3	8	5	-181	-0.2	2	-1.5	8	0.6	-1.4	0.5
COc1ccc(NC(=O)c2ccc(S(=O)(=O)N3CCCCC3)cc2)c(OC)c1	0.8	1	-2	3	-1.4	-2	-0.1	4	0.2	-0.5	-0.8
N#CCCn1nc(-c2ccccc2)cc1-n1c(C(F)(F)F)nc2ccccc21	-3.3	-8	-1	12	0.3	-6	-2.2	-7	-0.7	-1.5	0.5
O=C(CSc1nnc(-c2ccccc2)o1)NC1CC1	3.1	1	1	-2	3.7	0	-0.8	6	2.4	-1.1	1.3
O=C(CNS(=O)(=O)c1ccc(Br)s1)NCC1COc2ccccc2O1 (stereo not given)	1.4	-16	-1	-9	-2.6	-2	-0.8	5	-0.3	-1.6	0.4
COCCNS(=O)(=O)c1ccc(Cl)c(C(=O)NC2CCN(Cc3ccccc3)CC2)c1	0.5	7	-5	5	-2.4	-5	-1.3	-1	0.4	-0.9	-1.8
Cc1cc(=O)oc2c3c(cc(OCC(=O)NC4CC4)c12)OC(C)(C)CC3	3.4	4	-1	i	1.4	4	-1.0	-2	-0.1	-1.3	0.2
OC1(c2ccccc2Cl)NN=C2CCCCCN21 (stereo not given)	2.0	4	3	-3	3.7	-1	-1.2	1	-0.1	-1.0	0.2
O=C(Nc1cccc(Cl)c1)c1csc([C@H]2C[C@H](O)[C@@H](CO)O2)n1	11*	10	4	0	4.5	1	4.8	-2	2.7	-0.1	.
Cc1ccc(S(=O)(=O)/N=c2\scc(C)n2C)cc1	2.2	3	3	3	1.4	1	-2.9	1	-0.2	-1.2	0.6
CCOCC(=O)Nc1ccc(S(=O)(=O)NCC2CCCO2)cc1 (stereo not given)	-2.1	-6	0	1	-0.4	-2	-1.7	1	-0.5	-0.6	-0.7
CC(=O)N(CN1C(=O)c2ccccc2C1=O)c1ccccc1	-2.5	0	-4	-2	2.5	1	-1.7	0	-0.3	-0.8	-0.3
O=C(O)c1cscn1	1.5	4	-1	-7	1.5	0	0.2	3	0.4	-0.9	0.0
C[C@@]12C(=O)N(c3cccc(F)c3)C(=O)N1[C@H](c1ccc(Cl)cc1)[C@@H]1C(=O)N(C3CCCCC3)C(=O)[C@@H]12	1.0	-41	-2	7	11*	-8	-1.1	1	-0.2	-1.5	-0.6
CN(Cc1ccc(F)cc1)C(=O)c1cccc(S(=O)(=O)NCc2ccccc2)c1	-1.0	-5	-2	-5	2.4	-3	-1.8	-5	-3.3	0.2	0.5
O=c1oc(-c2ccccc2)cc(Cl)c1Cl	0.0	-7	-9	-18	1.7	16	-0.1	9	-0.5	-0.8	-1.1
CCOc1ccc(CN2CCNC(=O)C2CC(=O)NCCC2=CCCCC2)cc1 (stereo not given)	-0.4	0	3	-6	2.3	2	-2.1	-5	-0.5	-1.1	.
COc1ccc(OC)c2sc(N3CCCCC3)nc12	11*	-3	3	5	1.9	-2	0.4	-4	-0.7	-0.9	1.1
CC(C)CN(C(=O)CSc1nn(-c2ccc(Cl)cc2)c(=S)s1)C1CCS(=O)(=O)C1 (stereo not given)	0.7	-18	-1	3	6.8	-9	-0.3	-11	-0.6	-0.9	0.7
Nc1ccc2nc(-c3ccccc3)c(-c3ccccc3)nc2c1	-4.9	2	-1	-25	14*	4	-0.6	-10	0.5	-1.1	1.5
CCC(=O)Nc1nc2ccccc2n1CCN(C)C	-0.2	-3	0	3	-0.4	1	-0.2	2	0.2	-1.2	0.4
Cc1cc(N(C)NC(=S)Nc2ccccc2)nc(C)n1	2.2	1	4	1	0.3	5	-0.3	0	0.5	-1.7	-1.4
CN(Cc1cccc(F)c1)C(=O)CN1C(=O)NC2(CCc3ccccc32)C1=O (stereo not given)	-2.5	5	0	-6	0.1	5	0.9	3	-0.8	-0.9	1.4
COc1cc(/C=N\NC(=O)C2C(=O)NCC2c2ccccc2)cc(OC)c1O (stereo not given)	0.3	4	1	-53	2.3	1	1.1	5	-0.6	-1.1	0.9
O=C(N[C@@H]1c2ccccc2CC[C@@H]1OCc1ccccc1)c1ccc(C(F)(F)F)cc1	-0.4	-2	0	7	0.4	-2	-0.9	4	0.0	-0.3	-0.4
CC1=C(C(=O)Nc2ccccn2)C(c2ccc(Br)cc2)NC(=S)N1 (stereo not given)	17*	13	2	-11	5.5	-13	5.7*	-8	0.8	-1.0	3.1
COC(=O)c1sc(S(=O)(=O)Oc2ccccc2NC(C)=O)c(C(=O)OC)c1C	0.5	-6	-1	8	-0.8	0	0.0	-5	0.1	-0.2	0.8
CC(C)(C)OC(=O)NCCCC[C@H](NC(=O)c1[nH]cnc1C(=O)N[C@@H](Cc1ccccc1)C(=O)OCc1ccccc1)C(=O)OC(C)(C)C	-0.7	-6	0	19	1.3	5	-1.4	-3	-0.2	-1.4	-0.1
Cc1nn(-c2ccccc2)c(C)c1-c1cc(C(=O)N/N=C/c2ccc(O)cc2)[nH]n1	1.4	1	4	7	-1.8	-6	-1.0	3	0.0	-1.5	3.1
COCCNC(=O)C(=O)NCC1OCCCN1S(=O)(=O)c1cccs1 (stereo not given)	-0.6	-6	0	4	1.2	5	0.2	3	0.2	-1.8	0.2
CCc1nnc2c(N(C)C)nc3ccccc3n12	2.1	-4	-2	6	3.0	-24	-1.1	-14	-0.5	-1.3	-0.4
CC1c2cc3c(cc2CCN1S(=O)(=O)c1ccccc1)OCCCO3 (stereo not given)	-1.4	-8	-1	0	0.0	3	2.3	2	-1.4	-1.5	0.1

Pulled one by one from above (3):
SMILES	hgDAF12 agonist	sPLA2-III inh	SMARCA2 act	ADAM10 inh	FXN GAA850 act	GC-A act	hcDAF-12 act	NPR2 activator	DAX1 inh-1	ssDAF12 agonist	DAX1 inh-2
C(=N\N(Cc1ccccc1)c1ccccc1)/c1ccco1	1.6	16	-2	18	4.9	-8	-1.3	-10	-0.8	-1.6	1.3
O=C(CNS(=O)(=O)c1ccc(Br)s1)NCC1COc2ccccc2O1 (stereo not given)	1.4	-16	-1	-9	-2.6	-2	-0.8	5	-0.3	-1.6	0.4
Cc1cc(N(C)NC(=S)Nc2ccccc2)nc(C)n1	2.2	1	4	1	0.3	5	-0.3	0	0.5	-1.7	-1.4

Additional records:
SMILES	hgDAF12 agonist	sPLA2-III inh	SMARCA2 act	ADAM10 inh	FXN GAA850 act	GC-A act	hcDAF-12 act	NPR2 activator	DAX1 inh-1	ssDAF12 agonist	DAX1 inh-2
CC(C)NC(=O)c1ccccc1-c1nc(-c2ccccc2Cl)no1	-0.3	3	3	2	0.2	-2	1.8	-1	-1.1	-0.7	-0.2
COc1cc(NC(=O)CCCNC(=O)c2ccc(Cl)cc2)cc(OC)c1	2.2	-4	4	11	3.3	-44	-1.3	-15	0.2	-1.3	-1.5
CCOC(=O)c1ccc(NC(=O)CSc2nc3c(c(=O)n2C)SC(C)C3)cc1 (stereo not given)	-1.4	-4	-2	-6	0.6	-2	-4.0	9	0.2	-1.5	-1.5
Cc1ccc(NC(=O)C2CC(=O)n3c(nc4ccccc43)N2)cc1C (stereo not given)	-2.6	-6	-2	8	2.2	0	0.4	2	-0.1	-1.2	-2.0
Cc1cc(C)c2cccc(N)c2n1	-0.9	6	2	-8	0.0	-3	2.1	0	0.1	-0.9	0.1
O=C(NCCCN1CCCC1=O)c1ccc(S(=O)(=O)Nc2cccc(C(F)(F)F)c2)cc1	-4.6	-1	-4	-10	1.6	-2	-3.3	6	-2.9	-1.7	0.9
CC(C)N(C(=O)N1CCN(c2ccnc3cc(Cl)ccc23)CC1)C(C)C	-6.5	-2	-4	-1	0.2	-9	-3.0	1	-1.2	-1.9	-2.5
COc1ccccc1Cc1c(C2CCCCC2)nc2c(C)cc(Br)cn12	-1.3	-1	-5	-16	.	-9	-0.4	0	-1.1	-0.6	.
CCCCc1nc2ccccc2c(NC(=O)CN2CCN(C)CC2)c1CCC	-1.5	-1	-4	-1	0.3	5	0.5	-2	-0.2	-0.6	-2.1

Screens deposited in PubChem BioAssay by several laboratories.
